# Bioassay records from PubChem BioAssay.
# LEDGF integ inh = blocks HIV-1 LEDGF/p75-dependent DNA integration. TR-FRET IN-LEDGF/p75 DNA integration, Eu/Cy5. inhibition, % at 3.7 µM. actives 0.64% (n = 370,000);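 active means inhibition above the screen-wide mean plus 3 SD, cut at about 13% in these data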;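 further: signal is the Cy5 over europium emission ratio at 671 and 618 nm; 0% = plate median of compound wells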
# SIAE inh = human SIAE inhibition, primary screen. AID 1053197. actives 0.69% (n = 370,000). Q9HAT2. SIAE FP-Rh probe binding, fluorescence polarization. inhibition, % at 9.66 µM;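 active means inhibition above a cutoff: mean of compounds within the control limits plus 3 SD of those, cut at about 17% in these data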;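 further: 0% = plate median of compound wells and 100% = probe without SIAE protein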
# Target sequence (Q9HAT2 whole entry, looked up): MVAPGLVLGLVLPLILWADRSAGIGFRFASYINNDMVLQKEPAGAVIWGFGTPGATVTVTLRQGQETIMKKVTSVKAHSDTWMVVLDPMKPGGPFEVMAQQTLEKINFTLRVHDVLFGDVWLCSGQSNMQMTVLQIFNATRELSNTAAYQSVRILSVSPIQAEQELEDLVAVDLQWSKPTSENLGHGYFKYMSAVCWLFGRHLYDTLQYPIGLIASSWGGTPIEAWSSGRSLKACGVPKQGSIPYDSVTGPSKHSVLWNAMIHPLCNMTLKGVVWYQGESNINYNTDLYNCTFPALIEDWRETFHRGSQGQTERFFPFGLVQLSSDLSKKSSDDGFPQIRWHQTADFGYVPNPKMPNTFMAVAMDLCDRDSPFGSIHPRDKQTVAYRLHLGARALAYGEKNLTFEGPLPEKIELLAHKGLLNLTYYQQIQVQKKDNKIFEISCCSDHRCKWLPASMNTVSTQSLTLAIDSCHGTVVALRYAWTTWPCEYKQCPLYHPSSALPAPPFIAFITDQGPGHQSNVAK
# PRMT1 inh = blocks human protein arginine methyltransferase 1; Q99873; recombinant PRMT1, activity-based probe fluorescence polarization; inhibition, % at 2.79 µM; actives 1.3% (n = 370,000); AID 652257;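 active means inhibition above about 21% made by adding two undisclosed values, limit read from the data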
# ABHD4 inh = ABHD4 (mouse) inhibition, primary FP screen; purified mABHD4, FP-Rh probe fluorescence polarization; inhibition, % at 8.92 µM; actives 0.54% (n = 370,000);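 active means inhibition exceeding the mean over every tested compound plus 3 SD, cut at about 30% in these data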;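 further: 0% = plate median of compound wells and 100% = S159A mutant with DMSO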
# Target sequence (Q8VD66 whole entry, looked up): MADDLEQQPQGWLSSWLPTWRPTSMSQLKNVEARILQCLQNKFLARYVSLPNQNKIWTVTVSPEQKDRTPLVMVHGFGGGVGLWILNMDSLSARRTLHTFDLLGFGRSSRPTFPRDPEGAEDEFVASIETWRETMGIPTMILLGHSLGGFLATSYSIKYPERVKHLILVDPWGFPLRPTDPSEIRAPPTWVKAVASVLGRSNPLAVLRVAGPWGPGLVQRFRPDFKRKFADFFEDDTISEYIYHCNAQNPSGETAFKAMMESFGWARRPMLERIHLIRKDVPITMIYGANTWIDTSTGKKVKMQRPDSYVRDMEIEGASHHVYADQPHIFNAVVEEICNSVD
#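 System: mouse ABHD4 enzyme, wild type / Medium: HEPES pH 7.0, NaCl, Pluronic buffer / Reagent: FP-Rh activity-based fluorescent probe / Control set: S159A mutant high control, sample median low control / Detection: fluorescence polarization with parallel and perpendicular emission, 525/598 nm / Schedule: 45 min + 60 min at 25 °C / Compound dosing: 8.92 µM, single dose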
# TCR CD3 inh = inhibitors of human TCR-CD3 interaction. TAMRA-labeled TCR probe fluorescence, biochemical. actives 0.37% (n = 360,000). AID 651800. inhibition, % at 9.4 µM; in the data active means inhibition above about 19%;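 further: recombinant mutant TCR 2C K166C tagged with TAMRA read by polarization; 0% = receptor in buffer alone and 100% = receptor with positive control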
# TDP2 absorb = TDP2 (human) inhibition, absorbance primary screen | O95551 | recombinant TDP2, T5PNP hydrolysis, p-nitrophenol absorbance 415 nm | inhibition, % at 12.8 µM | actives 0.34% (n = 370,000);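 active means inhibition above the mean of all tested compounds plus 3 SD, set per campaign, cut at about 25% in these data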;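 further: 0% = DMSO with enzyme and 100% = buffer with substrate but no TDP2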
#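 Test system: human TDP2 enzyme; Input: 120 nM TDP2 per well; Buffer or medium: Mg2+-containing Tris-HCl buffer, pH 7.5; Reagent: 5 mM T5PNP; Dosing: 12.8 µM single point, 1% DMSO; Incubation: reaction 2 h, 37 °C; Detection: p-Nitrophenol epi absorbance; Read-out: % inhibition relative to enzyme-containing and enzyme-free wells; Replicates: single well per compound.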
# rCAG binder = r(CAG) repeat RNA binding; TO-PRO-1 dye displacement fluorescence; inhibition, % at 3 µM; actives 1.3% (n = 370,000); AID 651821;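 active means inhibition above the plate cutoff, the mean of all test compounds on that plate plus 3 SD, cut at about 35% in these data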;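 further: 0% = DMSO alone and 100% = 100 µM mitoxantrone as full dye displacement; higher means more dye released from RNA so lower well fluorescence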
# HTRA1 inhibitor = inhibitors of human serine peptidase HTRA1; Q92743; recombinant HTRA1, FP-rhodamine activity-based probe, fluorescence polarization; actives 0.5% (n = 340,000); inhibition, % at 5.96 µM; AID 504803; in the data active means inhibition above about 36%;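 further: 0% = enzyme with DMSO and 100% = wells lacking enzyme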
# NR1D1 modulator = modulators of human Rev-erb alpha DNA binding. P20393. Rev-erbα–FITC-DNA binding, fluorescence polarization, 90 min. activity, % at 10 µM. actives 0.79% (n = 370,000). AID 1259318;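 active means activity above about 14%, limit read from the data; passing the limit was not always enough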;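 further: 0% = DMSO wells with 35 nM protein and 100% = DMSO wells with 750 nM protein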
# PG9 Ab binder = binds the HIV-1 gp120 antibody PG9. inhibition, % at 6.7 µM. AID 624416. actives 0.43% (n = 360,000). TR-FRET gp120-PG9 antibody binding; in the data active means inhibition above about 8.5%
# * marks the source's active call; other numbers are inactive results; nt = no result given.
SMILES,LEDGF integ inh,SIAE inh,PRMT1 inh,ABHD4 inh,TCR CD3 inh,TDP2 absorb,rCAG binder,HTRA1 inhibitor,NR1D1 modulator,PG9 Ab binder
O=C(CN1CCOCCOCCOCCOCC1)Nc1ccccc1,-1,2,0,0,1,5,-3,4,-8,0.0
COc1ccc(NC(=O)c2n[nH]c(=O)c3ccccc23)cc1S(=O)(=O)N1CCCCC1,1,-14,-3,-1,6,-9,3,-27,4,-1.7
O=C1N/C(=N/N=C/c2ccc(O)cc2)SC1Cc1ccccc1 (stereo not given),-1,-6,1,-7,7,3,12,-4,2,-0.1
C[C@H](CO)N1C[C@H](C)[C@@H](CN(C)S(C)(=O)=O)Oc2c(NC(=O)Nc3ccccc3)cccc2C1=O,0,0,0,-1,0,12,0,-1,-6,0.8
Cc1cccc(-n2c(CNC(=O)c3ccc(S(=O)(=O)N4CCCCC4)cc3)n[nH]c2=S)c1,4,13,-7,-3,2,-14,8,-1,5,1.8
CCN(CC)C(=O)C1CCCN(c2ncnc3c2cnn3-c2cccc(C)c2)C1 (stereo not given),1,-1,4,-10,-1,-10,2,-24,6,4.2
O=C(COC(=O)CNC(=O)c1ccc(Cl)cc1Cl)NC(=O)NCc1ccccc1,3,1,-1,-8,-7,-11,-2,-1,-3,-2.7
CN(CC(=O)NCc1cccs1)S(=O)(=O)c1cccc2nsnc12,-4,2,-3,-7,-1,-2,-2,1,1,-3.1
Cc1ccc(OC2CCN(C(=O)[C@H]3O[C@@H](n4cnc5c(N)ncnc54)[C@H](O)[C@@H]3O)CC2)cc1,-1,-3,9,-13,-3,-9,2,nt,4,-1.1
CCc1nnc(NC(=O)c2cc(-c3ccco3)nc3ccccc23)s1,9,12,26*,7,4,-3,36*,28,-32,1.0
CC1(C)C2CCC1(CS(=O)(=O)N1CCC(C(=O)O)CC1)C(=O)C2 (stereo not given),2,-4,-2,4,-4,-7,2,-4,-1,2.2
O=C(c1cccs1)N1CCN(C(=O)c2cn(-c3ccccc3)nc2-c2ccccc2)CC1,-3,4,-2,6,7,-2,4,-12,2,-1.2
C=CCNC(=O)c1c(O)c2cccc3c2n(c1=O)CCC3,-4,-1,-1,-5,0,-4,13,0,-1,-0.9
Cc1nc(-c2cccc(NC(=O)c3ccc(-n4cccn4)cc3)c2)cs1,-4,-11,0,-9,-6,8,6,-28,-5,0.6
COc1cccc(C(=O)Oc2cc(N)n(S(=O)(=O)c3ccc(C)cc3)n2)c1OC,3,1,1,0,2,1,1,4,0,0.3
Cc1ccc2c(c1)N(CC(=O)NC1CCCCC1)C(=O)c1cccnc1O2,1,-2,-4,-6,-7,7,0,-1,4,-3.3
COC(=O)c1sccc1NC(=O)c1cccc(OC)c1,2,4,0,-10,1,-4,-2,-22,-1,-1.7
C=CCn1c(SCC(=O)Nc2ccccc2-c2ccccc2)nnc1-c1ccc(Cl)cc1,3,2,-3,-9,nt,-12,5,nt,0,nt
CN1CCN(c2ccc(CNS(=O)(=O)c3cccc(F)c3)cc2)CC1,-5,-5,1,3,5,-15,-5,7,3,-1.0
Cc1ccc(/C(O)=C2/C(=O)C(=O)N(Cc3cccnc3)C2c2ccccn2)cc1 (stereo not given),-1,5,1,-4,3,4,1,1,-1,-1.3
O=C(NNC(=O)c1ccncc1)NC1CCCCC1,-1,2,6,9,-5,-4,-2,-10,-5,0.1
CC1CCC2(CC1)NC(=O)N(CC(=O)N1CC(C)CC(C)C1)C2=O (stereo not given),2,-10,0,0,4,6,2,4,-1,1.2
O=C(CSc1nc2ccccc2n1CC(=O)N1CCCC1)N1CCN(C(=O)c2ccco2)CC1,0,0,-1,2,6,4,0,7,-9,-0.9
CCOc1ccc(CCN2C(=O)C(=O)N([C@@H](CC(C)C)CN3CCC[C@H]3CN3C(=O)C(=O)NC[C@@H]3CC(C)C)C[C@@H]2Cc2ccccc2)cc1,0,1,-1,2,-6,5,3,nt,-3,0.3
COc1cc(NC(=O)CSc2nc(C3CC3)nc3ccccc23)cc(OC)c1,-1,-16,3,-4,-4,18,3,-11,-12,-0.6
COc1ccc(N2CCN(C(=O)[C@@H](NC(=O)c3cc(OC)cc(OC)c3)C(C)C)CC2)cc1,1,5,1,-3,0,-1,-1,1,-7,-0.8
CN(/N=C/C=C/c1ccccc1)C1=NS(=O)(=O)c2ccccc21,1,4,-2,2,8,2,3,3,-4,-2.8
CC1C(=O)O[C@@H]2C[C@@H](C)[C@@H]3CCC(=O)[C@@]3(C)[C@@H](O)[C@H]12 (stereo not given in full),3,-3,-2,-4,3,-12,1,-7,7,-1.7
Cc1ccc(C)c(NC(=O)CN(C)C(=O)C2=NNC(=O)CC2)c1,-3,-3,-2,4,1,-7,3,9,0,-1.5
CC(=O)Oc1ccc(-c2cccc(C(=O)NCCO)c2)cc1,-3,5,1,-4,1,4,0,4,-2,-0.6
CCC1(c2ccc(Cl)cc2)NC(=O)N(CC(=O)N2CCN(C(=O)c3ccco3)CC2)C1=O (stereo not given),1,-4,3,-6,4,-1,1,7,-5,-0.1
Cc1nnc(SCC(=O)N2CCOCC2)s1,-1,0,-5,1,4,-10,-3,-2,-2,-2.3
CC1(C(=O)Nc2ccc(Cl)cc2)Cc2c(-c3cccc(C(F)(F)F)c3)ccnc2O1 (stereo not given),0,-8,-4,-3,3,9,2,nt,-4,-1.0
C[C@@H]1CN([C@H](C)CO)C(=O)c2cc(NS(=O)(=O)c3ccccc3)ccc2O[C@@H](C)CCCCO[C@@H]1CN(C)Cc1ccc(Cl)c(Cl)c1,-1,-1,4,1,-6,-4,6,nt,-5,-0.8
O=C(O)C1=C[C@@H](c2csc3ccccc23)C[C@@H](OCc2ccc(CO)cc2)O1,2,22*,2,4,5,0,15,-1,1,-3.1
CC(=O)c1ccc(NC(=O)c2ccc(N3CCCC3=O)cc2)cc1,2,-4,-3,-2,2,8,-1,-4,-3,0.7
COC(=O)C1=C(C)C(c2cccs2)NC(=O)N1C (stereo not given),0,-1,-2,2,-1,1,1,2,-3,-3.5
O=C(CCS(=O)(=O)c1cccc2nonc12)NCCc1ccccc1Cl,-2,1,-1,-4,0,-6,1,-2,-1,-1.2
COc1ccc(SC[C@H](Cc2ccccc2)N2CCN(CCc3ccccc3)CCC2=O)cc1,1,-8,4,1,4,-2,-5,-39,0,-2.5
c1ccc(Cn2nnnc2CN2CCN(Cc3ccc4c(c3)OCO4)CC2)cc1,2,2,-3,2,6,3,-4,1,-3,0.1
CCOC(=O)c1ccccc1N/C=C1\CCCCC1=O,-2,-3,4,5,4,-4,-5,-4,1,-1.4
CCn1c2ccccc2c2cc(NC(=O)COC(=O)c3cc(S(=O)(=O)N4CCCCC4)ccc3Cl)ccc21,4,8,-1,3,4,-1,15,13,15,-1.3
CC(C)N(C(=O)COC(=O)CNC(=O)c1ccc(Br)cc1)c1ccccc1,3,-1,0,-2,3,2,-3,-9,0,-0.6
O=C1CSC(c2ccc(Cl)c(Cl)c2)N1c1nccs1 (stereo not given),18*,-3,9,-8,4,-9,5,-16,-5,-2.0
CCn1ccnc1CN1CCC(n2nccc2NC(=O)c2ccccc2OC)CC1,1,7,-3,9,6,4,-9,1,3,0.0
CC(NC(=O)CN(C)CC(=O)Nc1ccc(Cl)cc1)c1ccc(F)cc1 (stereo not given),0,1,-1,-1,-2,1,1,-15,-5,-1.1
N/C(=N\OC(=O)c1ccc2ccccc2c1)c1ccc(Br)cc1,-2,-1,1,2,0,3,4,5,-1,0.3
Cc1c(C)c2cc(Cl)c(O)c(CN3CCCC(C)C3)c2oc1=O (stereo not given),-3,3,-1,-3,5,1,2,0,-1,0.5
O=C(OCc1c(F)cccc1Cl)c1cnccn1,4,13,-2,4,-4,4,-1,-4,2,1.0
CC(=O)Nc1ccc(S(=O)(=O)NCC(CCC(=O)O)C(F)(F)F)cc1 (stereo not given),-4,-5,-1,-6,5,-8,0,4,7,-1.1
COC(=O)COc1ccc(S(=O)(=O)N2CCc3ccccc3C2)cc1,0,2,0,1,7,-7,-5,-4,-7,-2.8
CCCN(CC(=O)Nc1ccc(OC)c(OC)c1)CC(=O)Nc1ccc(F)c(F)c1F,-3,-2,-3,0,5,-2,-6,-6,3,-0.7
COc1cccc(N(CC(=O)NC2CCCCCC2)S(=O)(=O)c2ccccc2)c1,-2,5,0,5,0,-9,-4,-4,-2,-0.6
O=C(O)CN1C(=O)c2ccc(Oc3cccc4c3C(=O)N(CC(=O)O)C4=O)cc2C1=O,-1,-1,1,5,5,8,1,5,-5,-0.5
Nc1sccc1C(=O)NCc1ccccc1,0,-13,34*,-22,-12,-1,8,nt,3,0.1
Cc1cc(=O)[nH]c(-c2ccccc2OC(F)(F)F)n1,3,-5,1,2,10,-7,1,9,-1,-1.6
O=C(CCN1C(=O)c2ccccc2S1(=O)=O)NCc1ccc(F)cc1,-9,-6,2,4,-7,-6,-2,2,5,-0.8
O=C(CNCc1ccc(Cl)cc1)N1CCc2ccccc2C1,-7,0,5,6,-7,1,-7,-1,2,-0.6
O=C(NNC(=O)c1ccccc1F)c1ccc(Cl)c(S(=O)(=O)N2CCOCC2)c1,0,-1,-3,8,-3,-7,4,8,-4,-1.7
CCOC(=O)CN1C(=O)C(Sc2n[nH]c(-c3ccccc3)n2)CCc2ccccc21 (stereo not given),-1,-4,-1,-9,3,-8,-1,-8,2,-0.1

# The final 3 entries of the section above come first, to join the parts:
SMILES,LEDGF integ inh,SIAE inh,PRMT1 inh,ABHD4 inh,TCR CD3 inh,TDP2 absorb,rCAG binder,HTRA1 inhibitor,NR1D1 modulator,PG9 Ab binder
O=C(CNCc1ccc(Cl)cc1)N1CCc2ccccc2C1,-7,0,5,6,-7,1,-7,-1,2,-0.6
O=C(NNC(=O)c1ccccc1F)c1ccc(Cl)c(S(=O)(=O)N2CCOCC2)c1,0,-1,-3,8,-3,-7,4,8,-4,-1.7
CCOC(=O)CN1C(=O)C(Sc2n[nH]c(-c3ccccc3)n2)CCc2ccccc21 (stereo not given),-1,-4,-1,-9,3,-8,-1,-8,2,-0.1
COc1ccc(NC(=O)c2cc3cc(C)ccc3n2C)c(OC)c1,6,11,6,-7,1,0,-2,-3,1,-1.2
O=C(Nc1ccc2nccnc2c1)c1cnccn1,-5,7,0,1,6,3,0,-5,4,-0.8
Cc1cc(NC(=O)CN2C(=O)NC(C)(c3ccc(Cl)cc3Cl)C2=O)no1 (stereo not given),-3,0,8,8,-8,4,1,-7,-2,0.4
C[C@H](NC(=O)c1cc2c(cn1)[nH]c1ccccc12)C(=O)O,-3,1,19,6,-6,1,5,-8,-3,0.9
NC(=O)c1cc(-c2cccnc2)nc2ccc(Br)cc12,-1,1,-2,7,-2,11,-2,2,-4,2.1
CC(=O)c1c(N2CCOCC2)nc(=S)n(Cc2ccccc2)c1C,4,-1,5,1,0,3,-4,-4,-2,-0.7

# A portion of the library (hit frequency here may not be typical).
